# From PubChem
# Cardio protect = cardioprotection against H2O2-induced cell death, primary screen, uHTS, H9c2 cells, ATPLite luminescence; H9c2 cardiomyocytes, H2O2 injury protection, 2 h; protection from H2O2 cell death, % at 20 µM; 360,000 compounds, 0.63% hits; AID 588492, 2011;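 active = compounds giving at least 50% protection of heart cells from peroxide-induced death in the single-dose screen, raw or plate-pattern-corrected value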;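 also: 0% = DMSO wells with peroxide and 100% = DMSO wells without peroxide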
# aDG glyco up = activators of alpha-DG glycosylation, primary screen, uHTS, Pro5-aDG cells, AlphaScreen; 360,000 compounds, 0.22% hits; alpha-DG glycosylation AlphaScreen (IIH6); 0% Pro5, 100% B10-LARGE cell signal; activation, % at 10 µM;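 active = activation of at least 8% versus controls, or a plate z-score of at least 8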;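 also: Pro5 are CHO cells carrying HIG-tagged alpha-DG that lacks glycosylation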
# Glyco luc inh = increase of ERlucT glycosylation luciferase signal, primary screen, N-linked glycosylation inhibitor project, D54 ERlucT cells, luminescence, set 2 | D54 ERlucT glycosylation luciferase reporter, 24 h; percent of 100 nM tunicamycin response | reporter increase, % at 12.5 µM | 360,000 compounds, 0.23% hits;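 active = mean luciferase reporter signal, scaled so untreated is 0 and the glycosylation-blocking control 100, at or above a set limit in every replicate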;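 also: luciferase carries N-glycosylation sites so blocking glycosylation raises the light; 0% = median of neutral control wells and 100% = median of 100 nM tunicamycin wells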
# CaV13 ICDI inh = Disruptors of the CACNA1D IQ motif to Ca2+-dependent inactivation inhibitor domain association, primary screening, Förster resonance energy transfer in intact living …; HEK cells, CFP/YFP FRET ICDI-IQ, plate reader, 10 min; percent FRET-ratio fall versus neutral wells; inhibition, % at 12.3 µM; 340,000 compounds, 0.098% hits; AID 743397;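 active = mean replicate inhibition of at least 30% and at least 1% of replicates passing that level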;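 also: 0% = median of the neutral control wells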
# ABCB6 inh 2 = ABCB6 transporter inhibitors, primary screen, K562-ABCB6 cells, flow cytometry, MLPCN library. ATP-binding cassette sub-family B member 6 (Homo sapiens), Q9NP58. K562-ABCB6 porphyrin accumulation, 1 h; active compounds read low. fluorescence ratio to DMSO, % at 10 µM. 360,000 compounds, 0.19% hits. AID 602162, 2011;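 active = fluorescence ratio to DMSO below 75%, the collection mean minus 3 SD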;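 also: signal is porphyrin accumulated inside mitochondria; 100% equals median channel fluorescence of DMSO control wells; lower ratio means ABCB6 inhibition with less porphyrin fluorescence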
# Target sequence (Q9NP58 whole entry, looked up): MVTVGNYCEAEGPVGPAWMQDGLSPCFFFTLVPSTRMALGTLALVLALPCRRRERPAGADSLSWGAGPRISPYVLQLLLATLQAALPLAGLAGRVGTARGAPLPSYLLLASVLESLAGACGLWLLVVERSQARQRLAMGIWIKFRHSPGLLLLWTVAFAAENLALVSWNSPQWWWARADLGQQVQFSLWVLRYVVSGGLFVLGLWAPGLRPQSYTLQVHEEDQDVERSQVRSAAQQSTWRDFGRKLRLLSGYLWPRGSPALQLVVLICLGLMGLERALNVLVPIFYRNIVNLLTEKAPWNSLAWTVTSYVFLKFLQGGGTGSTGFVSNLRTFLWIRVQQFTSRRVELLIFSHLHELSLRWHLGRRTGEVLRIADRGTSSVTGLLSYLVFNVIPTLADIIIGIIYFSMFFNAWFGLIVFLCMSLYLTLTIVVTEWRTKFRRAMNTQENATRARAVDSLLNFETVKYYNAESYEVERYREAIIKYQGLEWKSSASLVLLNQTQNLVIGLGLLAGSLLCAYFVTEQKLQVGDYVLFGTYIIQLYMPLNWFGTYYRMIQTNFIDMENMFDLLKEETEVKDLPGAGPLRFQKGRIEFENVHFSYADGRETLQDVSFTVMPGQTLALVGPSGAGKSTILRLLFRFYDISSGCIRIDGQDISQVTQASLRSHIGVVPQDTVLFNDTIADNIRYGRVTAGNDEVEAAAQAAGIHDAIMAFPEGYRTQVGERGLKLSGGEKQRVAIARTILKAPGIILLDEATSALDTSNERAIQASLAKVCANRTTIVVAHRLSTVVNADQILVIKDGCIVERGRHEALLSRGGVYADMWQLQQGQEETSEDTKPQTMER
# Granule exo inh = LAMP-1 surface exposure blockers, TALL-104 cells – cell-based, flow cytometry, MLPCN library, primary screen. TALL-104 LAMP-1 surface exposure; cells stimulated with thapsigargin and PMA. inhibition, % at 10 µM. AID 651702, 2012. 360,000 compounds, 0.66% hits;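 active = inhibition above about 55%, limit read from the data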
# iPSC survival up = enhancers of single-cell hiPSC survival, primary screen, ATPlite luminescence; 100% = ROCK inhibitor wells, 0% = DMSO; survival enhancement, % at 20 µM; 360,000 compounds, 0.044% hits; AID 602274, 2012; in the data active = survival enhancement above about 18%;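 also: cells exposed to compounds for 16 hours before the ATP read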
# Vif imaging = HIV Vif self-association inhibitors, primary screen, imaging, HEK293T, single point; HEK293T cells, Vif self-association by quenched fluorescence, 24 h; inhibition, % at 7.49 µM; 340,000 compounds, 0.35% hits; AID 602346, 2012; in the data active = inhibition above about 50%, passing the limit was not always enough; also: some results filed as inactive read as strong as hits
# m5-HT2A agonist = mouse Htr2a agonists via beta-arrestin recruitment, primary screen, cell-based, luminescence | 5-hydroxytryptamine receptor 2A (Mus musculus), P35363 | CHO-K1 mHTR2A beta-arrestin complementation; percent of 30 µM serotonin response | activation, % at 7.6 µM | 360,000 compounds, 0.66% hits | AID 624169, 2012;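 active = activation above a run cutoff, the mean activation of all tested compounds plus 3 SD, cut at about 14% in these data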;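 also: 0% = plate median of compound wells and 100% = 30 µM serotonin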
# PDI turbidity = inhibitors of human PDI, primary screen, biochemical, turbidity, single point, plate reader; inhibition, % at 10 µM; PDI insulin aggregation turbidity, A650, 90 min; Protein disulfide-isomerase (Homo sapiens), P07237; 350,000 compounds, 0.052% hits;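 active = mean inhibition across replicates of 30% or more, whatever share of single replicates reach that level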;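 also: absorbance from insulin aggregation driven by PDI reduction with DTT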
# An asterisk follows results filed as active; . = not tested or not shown. Not a hit list. Share with any hit: about 3.1%.
# Each structure is followed by: ABCB6 inh 2	PDI turbidity	Glyco luc inh	Granule exo inh	aDG glyco up	Cardio protect	m5-HT2A agonist	CaV13 ICDI inh	iPSC survival up	Vif imaging
Cc1ccc(C)c2[nH]c(=O)c(C(c3nnnn3CCc3ccccc3)N3CCOCC3)cc12 (stereo unspecified)
 : 103	-3	0	3	0.0	20	0	-6	-2.4	-5
O=C(Cc1csc(NC(=O)Nc2ccc(Cl)cc2)n1)NCc1cccnc1
 : 96	-12	0	-1	0.3	-19	-1	-7	-0.2	-15
O=C(CNC(=O)c1cccc(-n2cccc2)c1)Nc1ccccc1Br
 : 106	0	2	7	0.0	8	-4	-5	3.6	-7
Nc1cc(S(=O)(=O)Nc2ccc(Cl)cc2)ccc1N1CCOCC1
 : 95	5	-2	13	1.0	-30	2	-14	-0.3	.
Cc1cccc(-c2nc3c(c(SCC(=O)N4CCCC4)n2)COC(C)(C)C3)c1
 : 105	-2	3	0	0.2	-2	-1	-5	-0.4	30
COc1ccccc1C(=O)NCC(=O)NCCCN1CCOCC1
 : 96	13	2	4	-0.1	4	-5	-5	2.7	1
CSc1nc2nccc(-c3ccc(Oc4ccccc4)cc3)n2n1
 : 97	-14	-3	-2	0.0	4	3	-5	0.3	-8
COc1cccc(-n2c(CN3CCN(c4ccccn4)CC3)nc3ccc([N+](=O)[O-])cc3c2=O)c1
 : 97	-2	-1	-3	-0.1	2	-3	-5	-0.3	4
O=C(Nc1ccc(Oc2c(F)c(F)c(F)c(F)c2F)cc1)OC1CCN2Cc3ccccc3N=C12 (stereo unspecified)
 : 94	1	29*	22	-0.3	-2	-4	.	0.5	-9
COc1cccc(N(C(=O)c2snc(C(N)=O)c2N)C(C(=O)NCc2ccccc2)c2ccc(O)cc2)c1 (stereo unspecified)
 : 99	-7	-3	22	-0.1	8	-2	-2	-0.5	19
CNC(=O)c1sc(Nc2ccc(OCc3ccccc3)cc2)nc1C
 : 91	-4	1	4	0.9	-15	-2	3	-0.5	1
Cc1cc(S(=O)(=O)N2CCN(C(=O)CCC(=O)N3CCOCC3)CC2)ccc1Br
 : 99	-2	2	0	-0.1	-3	-1	-3	1.0	-4
CCN1CCN(c2ccc(S(=O)(=O)N3CCOCC3)cc2NC(=O)c2ccc(OCC(C)C)cc2)CC1
 : 102	2	-3	13	1.0	8	-6	-19	-1.2	2
Cc1ccc(NC(=O)CCN2C(=O)c3ccccc3C2=O)c(C)c1
 : 98	-10	-1	-9	0.1	-2	7	-4	1.4	-4
COC(=O)COc1ccc(S(=O)(=O)Nc2ccc(C(N)=O)cc2)cc1C
 : 94	4	5	-2	0.0	9	-1	-6	2.1	9
O=C(NCc1ccccn1)NC12CC3CC(CC(C3)C1)C2
 : 90	-4	5	0	-0.1	3	0	-5	-1.1	-8
O=C(Nc1ccc2c(c1)OCO2)C1CC(=O)N(c2ccc3c(c2)OCCO3)C1 (stereo unspecified)
 : 96	-3	1	-3	1.6	5	-3	-2	-0.9	3
CCN1CCN(c2nc(C)nc3c2sc(=S)n3C)CC1
 : 99	.	18	10	0.1	7	11	-2	3.5	-1
Cc1ccccc1/C=c1\s/c(=C\C(=O)C(C)(C)C)[nH]c1=O
 : 91	-1	7	-3	0.1	-4	6	.	1.9	3
CCOc1ccc(S(=O)(=O)N2CCN(c3ccccn3)CC2)cc1
 : 92	4	0	3	-0.1	-9	5	-4	2.3	3
COC(=O)C1=C(NC(=O)c2ccc(C)cc2)CCS1
 : 101	2	3	1	-0.3	-2	5	-7	0.5	.
CCCCc1c(O)c2ccccc2n(CCCC)c1=O
 : 91	5	2	-4	-0.2	-4	2	-4	3.1	.
O=[N+]([O-])c1ccc(Oc2ccc(OCc3ccccc3)cc2)nc1
 : 93	-5	1	-7	0.2	0	-3	-19	-0.6	-12
CSc1ccccc1CNC(=O)C1(C)CCCN1CC(C)C (stereo unspecified)
 : 103	-1	-2	1	0.0	-3	5	-5	-0.5	-7
CC(C)COc1nc2ccccc2nc1C(C#N)C(=O)NC1CCCCC1 (stereo unspecified)
 : 100	10	0	-1	-0.1	-16	-2	.	-1.0	-6
COC(=O)c1c(C(=O)OC)c(-c2ccc(OC)cc2)n2c1CCC2
 : 102	10	-1	2	0.0	0	-5	-19	0.2	2
CC(=O)c1cccc(NS(=O)(=O)c2ccc(C(=O)Nc3ccccc3)cc2)c1
 : 97	0	-2	6	0.3	-9	3	.	-0.1	-13
Cc1ccc(C(=O)NC(=S)Nc2ccc(S(=O)(=O)N3CCN(C)CC3)cc2)cc1
 : 94	-4	-5	1	0.6	-9	-9	-6	0.0	0
CC(NC(=O)CCCN1C(=O)c2ccccc2C1=O)c1ccc2c(c1)CCCC2 (stereo unspecified)
 : 104	-8	-2	-2	0.8	10	6	.	5.5	1
COc1cccc(/C=N/Nc2nc3ccccc3n3cnnc23)c1
 : 101	4	4	6	-0.3	57*	0	-6	0.4	4
CCOC(=O)C1=C(C)NC(C)=C(C(=O)OCC)C1C(=O)OCC(=O)NCCc1ccc(S(N)(=O)=O)cc1
 : 93	9	3	-3	0.0	-1	5	-7	1.6	14
Cc1nnc2n(c1=O)C(CS(=O)(=O)c1ccccc1)CS2 (stereo unspecified)
 : 100	2	1	0	0.2	1	1	-6	0.0	3
CC(C)(C)c1ccc(C(=O)N2CCN(C(=O)c3cccs3)CC2)cc1
 : 95	-5	-1	-2	0.3	0	-3	-6	1.3	-6
C=CCOc1ccccc1CNn1c(C)n[nH]c1=S
 : 78	-6	2	-7	-0.3	-4	1	-12	-2.9	7
COc1ccc(CCC(=O)NCCS(=O)(=O)N2CCN(c3ccccc3OC)CC2)cc1
 : 95	4	-3	7	0.2	38	-1	-3	-0.5	-1
CCOC(=O)N1CCN(C2CCCN(C(=O)c3ccccc3SC)C2)CC1 (stereo unspecified)
 : 97	-3	1	-1	-0.2	2	0	-3	-0.5	5
CC(=O)Nc1ccc(S(=O)(=O)N2CCC(c3nc4c(nnn4Cc4ccccc4Cl)c(=O)[nH]3)CC2)cc1
 : 94	8	1	-11	-0.2	5	5	-3	-0.1	-17
CC1Cc2ccccc2N1C(=O)COc1cccc(-n2cnnn2)c1 (stereo unspecified)
 : 98	5	1	-2	-0.1	-5	-6	-4	2.4	8
CCOC(=O)C(=CNc1ccc(N2CCOCC2)cc1)C(=O)OCC
 : 102	0	1	-2	0.2	6	1	5	0.0	-3
CC1CCCCC1NC(=O)CSc1ccsc1[N+](=O)[O-] (stereo unspecified)
 : 102	-13	0	-3	0.1	0	3	-7	-0.2	-2
CC12CCC(=O)N1C(C(=O)Nc1nc(-c3cc(F)ccc3F)cs1)CS2 (stereo unspecified)
 : 91	3	1	-7	0.5	1	-6	-6	0.4	.
Cc1ccc2c(c1)C(O)(CC(=O)c1cccc(-n3cccc3)c1)C(=O)N2 (stereo unspecified)
 : 89	-2	1	-1	0.6	2	2	4	0.5	-3
O=C(NCc1ccco1)C(=O)NCC1OCCCN1S(=O)(=O)c1ccc(Cl)cc1 (stereo unspecified)
 : 94	1	-1	-6	0.6	2	1	8	-2.9	8
COC(=O)c1ccccc1NC(=O)Cn1cc(Br)cn1
 : 100	-3	-1	-4	0.0	1	1	.	0.0	0
Cc1ccc(S(=O)(=O)N2CCCC(C(=O)NCc3cccnc3)C2)cc1Cl (stereo unspecified)
 : 92	-1	0	-3	0.5	1	-1	1	-4.0	0
Cc1ccc2[nH]c3c(NCc4ccco4)ncnc3c2c1
 : 98	3	-2	0	4.7*	-20	9	-3	4.1	-27
OCCC1CN(Cc2ccc3nsnc3c2)CCN1CCc1ccccc1 (stereo unspecified)
 : 122	17	0	1	-0.6	0	-4	-5	-0.5	-7
CC(C)(O)C#Cc1ccc(C(=O)N2CCC(C(N)=O)(N3CCCCC3)CC2)o1
 : 97	7	0	7	-0.6	0	-3	-2	0.3	-2
O=C(NC1CC1)c1cccc(Br)c1
 : 95	-7	1	-1	-0.4	3	-4	-5	0.3	8
CCc1nnc(NC(=O)C2CCN(S(=O)(=O)c3ccc(C)cc3)CC2)s1
 : 95	-2	3	-2	-0.1	-3	5	2	1.1	-3
C/C(=N/NC(=O)c1cccs1)c1cccc(NC(=O)C2CC2)c1
 : 89	-3	3	0	0.0	58*	6	.	-3.8	-8
COc1ccc(CNC(=O)c2ccccc2NS(C)(=O)=O)cc1
 : 98	4	-1	0	0.6	1	-1	-5	0.2	-2
NC(=O)[C@@H]1CCCCNc2c(F)cc([N+](=O)[O-])cc2C(=O)N[C@@H](CC(=O)O)C(=O)NCC(=O)N1
 : 102	-2	1	-7	-0.2	0	3	-11	-1.3	.
COc1ccccc1CC(=O)NNC(=O)c1ccco1
 : 98	1	0	-9	0.2	3	-5	-3	-0.6	-2
COc1ccc(CCn2c(=O)[nH]c3cc(C(=O)N4CCN(c5ccccc5)CC4)ccc3c2=O)cc1OC
 : 90	-8	-4	-3	1.2	-3	3	-6	-0.5	-1
O=C(NCc1ccccc1F)C1CCCN1C(=O)Nc1ccccc1 (stereo unspecified)
 : 101	3	2	2	0.0	4	-7	-4	2.9	6
COc1cc(C(=O)N2Cc3cc4ccccc4nc3C2C)cc(OC)c1OC (stereo unspecified)
 : 101	-5	-1	-1	-0.2	2	4	-9	1.3	.
O=C(C[n+]1ccc(C(=O)N/N=C/c2ccc(Br)cc2)cc1)c1ccccc1
 : 102	7	0	0	0.8	-1	-6	-7	0.2	-3
CCC(=O)Nc1cccc2ccccc12
 : 99	10	2	0	-0.1	4	-3	1	0.0	-3
O=C(COC(=O)CC1c2ccccc2CCN1S(=O)(=O)c1ccc(F)cc1)Nc1ccccc1 (stereo unspecified)
 : 99	-9	0	-3	0.6	3	-2	8	1.0	-3

# Additional entries follow.
# Each structure is followed by: ABCB6 inh 2	PDI turbidity	Glyco luc inh	Granule exo inh	aDG glyco up	Cardio protect	m5-HT2A agonist	CaV13 ICDI inh	iPSC survival up	Vif imaging
CN(C)c1nc(NC(C)(C)C)nc(SCC(=O)Nc2ccccc2)n1
 : 93	0	-5	1	-0.2	-4	-1	-5	-0.9	-2
CNC(=O)COC(=O)/C=C/c1cn(-c2ccccc2)nc1-c1ccc2c(c1)OCCO2
 : 85	2	1	0	-0.2	1	-1	3	0.0	13
CCCCCCCCN1C(=O)[C@H](CC(=O)NCCCC)C[C@@]2(C(=O)OCC)CCCC=C12
 : 90	.	.	8	0.0	.	6	-4	-0.3	.
CCCN1CCC(NC(=O)CCc2nnc(Cc3cc(OC)ccc3OC)o2)CC1
 : 94	8	1	-9	0.0	3	-5	2	0.3	6

# Printed as active in aDG glyco up, of those listed so far:
SMILES | ABCB6 inh 2 | PDI turbidity | Glyco luc inh | Granule exo inh | aDG glyco up | m5-HT2A agonist | CaV13 ICDI inh | Vif imaging
Cc1ccc2[nH]c3c(NCc4ccco4)ncnc3c2c1 | 98 | 3 | -2 | 0 | 4.7* | 9 | -3 | -27
